IDE act: human IDE activators in live cells, primary screen, fluorescence polarization, HEK cells, FAbeta-B substrate | Insulin-degrading enzyme (Homo sapiens), P14735 | activation, % at 5.96 µM | FAbeta-B cleavage; 0% vehicle, 100% cell-free pure enzyme wells | 340,000 tested, 0.073% active;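 active means activation above the mean of all tested compounds plus 3 SD, set per screening campaign, cut at about 17% in these data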
Target sequence (P14735 whole entry, looked up): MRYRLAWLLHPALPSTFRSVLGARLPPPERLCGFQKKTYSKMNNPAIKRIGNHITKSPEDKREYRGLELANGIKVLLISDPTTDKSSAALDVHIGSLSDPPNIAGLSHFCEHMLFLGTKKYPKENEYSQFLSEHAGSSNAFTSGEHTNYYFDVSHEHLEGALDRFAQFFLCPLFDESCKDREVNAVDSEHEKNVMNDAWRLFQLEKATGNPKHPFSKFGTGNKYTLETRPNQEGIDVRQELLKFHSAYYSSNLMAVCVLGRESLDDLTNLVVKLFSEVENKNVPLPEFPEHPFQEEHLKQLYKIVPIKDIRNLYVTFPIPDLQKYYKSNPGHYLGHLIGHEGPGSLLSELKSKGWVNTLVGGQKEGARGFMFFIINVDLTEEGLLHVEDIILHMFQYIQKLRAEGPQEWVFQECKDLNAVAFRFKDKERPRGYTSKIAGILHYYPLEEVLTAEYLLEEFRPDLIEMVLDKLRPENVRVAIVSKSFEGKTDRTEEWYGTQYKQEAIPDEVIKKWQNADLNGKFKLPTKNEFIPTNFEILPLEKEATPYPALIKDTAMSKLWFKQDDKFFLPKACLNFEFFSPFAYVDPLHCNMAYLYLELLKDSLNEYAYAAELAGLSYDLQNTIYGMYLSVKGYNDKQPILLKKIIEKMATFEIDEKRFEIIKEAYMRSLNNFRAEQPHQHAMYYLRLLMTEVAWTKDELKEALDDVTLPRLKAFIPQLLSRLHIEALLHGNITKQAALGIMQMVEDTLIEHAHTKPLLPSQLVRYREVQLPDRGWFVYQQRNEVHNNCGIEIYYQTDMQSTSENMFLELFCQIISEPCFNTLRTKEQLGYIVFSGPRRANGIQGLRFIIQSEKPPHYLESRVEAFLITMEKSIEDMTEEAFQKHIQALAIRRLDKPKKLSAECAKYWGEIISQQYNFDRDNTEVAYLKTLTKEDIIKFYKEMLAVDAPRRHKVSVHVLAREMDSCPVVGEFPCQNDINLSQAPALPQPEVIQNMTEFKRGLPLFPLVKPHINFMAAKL
MEKK3 PB1 HTS: modulators of MEKK3-MEK5 PB1 binding, primary screen, biochemical, wildtype MEKK3, multiplex bead flow cytometry, Alexa488-MEK5; Mitogen-activated protein kinase kinase kinase 3 (Homo sapiens), Q99759; bead-based flow cytometry, Alexa488-MEK5 binding to MEKK3; actives lie on both sides; 0 = blocked by unlabeled MEK5, 100 = vehicle; binding response (% of control), % at 10 µM; 290,000 tested, 1.4% active; AID 1529, 2009;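 active means binding response more than 3 SD above or below the average of its plate-row segment, actives on both sides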;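 further: Alexa488 bead fluorescence after subtracting the streptavidin-only scavenger bead signal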
IDE inh: human IDE inhibitors in live cells, primary screen, fluorescence polarization, HEK cells, FAbetaB substrate | Insulin-degrading enzyme (Homo sapiens), P14735 | FAbetaB cleavage | inhibition, % at 5.59 µM | 320,000 tested, 0.41% active;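 active means percent inhibition above the average of all tested compounds plus 3 SD, set per screening campaign, cut at about 16% in these data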;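 further: IDE supplied by intact live HEK cells; FP after avidin binding of uncleaved biotin substrate so inhibition keeps polarization high; 0% = DMSO wells and 100% = 60 µM reference IDE inhibitor Ii1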
MEKK2 mut-MEK5: MEK5 binding signal on mutant MEKK2 PB1, primary screen, biochemical, multiplex bead flow cytometry, Alexa488-MEK5 | Alexa488-MEK5 binding to MEKK2 mutant | percent response, % at 10 µM | 290,000 tested, 0.35% active | AID 1530, 2009; in the data active means percent response above about 24%, passing the limit was not always enough; further: inactives centre near 1; some results filed as inactive read as strong as hits; reference of the scale not given here
pCIP destab: p/CIP-EGFP fusion destabilizers, primary screen, fluorescence, F442A cells; Q05BA5; 16 h; decrease of EGFP signal, % at 10 µM; 290,000 tested, 0.01% active;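 active means EGFP signal decrease of at least 30% at 10 µM or well 3 SD below plate mean, unless failing retest; inactive means the rest, including hits failing retest or dose response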; further: some compounds called inactive have numbers as strong as hits; many of its hits are not listed in these tables
M18AAP inhibitor: PfM18AAP inhibitors, malaria aminopeptidase, primary screen, biochemical, QFRET, recombinant enzyme. M18 aspartyl aminopeptidase (Plasmodium falciparum 3D7). H-Glu-NHMec fluorogenic cleavage. inhibition, % at 7.35 µM. 290,000 tested, 1.2% active;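 active means inhibition above the campaign mean inhibition over all tested compounds plus 3 SD, cut at about 28% in these data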;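 further: 0% = plate median of test compound wells and 100% = 2 mM ZnCl2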
MEKK2wt PB1 HTS: modulators of MEK5 binding to wildtype MEKK2, primary screen, biochemical, multiplex bead flow cytometry, Alexa488-MEK5; Alexa488-MEK5 binding to MEKK2 WT; actives lie on both sides; binding response (% of control), % at 10 µM; AID 1531, 2009; Mitogen-activated protein kinase kinase kinase 2 (Homo sapiens), Q9Y2U5; 290,000 tested, 1.1% active; in the data active means binding response below about 67% or above about 130%
UBC9 SUMO inh: inhibitors of in vitro SUMOylation cascade, primary screen, biochemical, HTRF, uHTS; SUMO-conjugating enzyme UBC9 (Homo sapiens), P63279; HTRF SUMOylation assay, SAE1/SAE2 + UBC9; inhibition, % at 35 µM; 290,000 tested, 0.36% active; AID 2006, 2009; in the data active means inhibition above about 50%, passing the limit was not always enough; further: strong numbers were not always called active
NALP1 yeast inh: NALP1 inflammasome inhibitors in reconstituted yeast, colorimetric, S. cerevisiae, triplicate retest; S. cerevisiae NALP1/ASC/caspase-1 growth, X-gal OD620, 72 h; inhibition, % at 10 µM; 280,000 tested, 0.61% active; in the data active means inhibition mostly above about 24%, no sharp cut-off; inactive means mostly below about 32%; further: some compounds called inactive have numbers as strong as hits
Starred values were filed as active, the others as inactive; [ ] = remark or other dose. Some of the compounds tested, so the mix of outcomes need not match the whole.

Start of the listing, in advance:
CC(C)C(=O)NNC(=O)CSc1nnnn1C(C)C was read as IDE act -4, MEKK3 PB1 HTS 105, IDE inh 0, MEKK2 mut-MEK5 -7, pCIP destab -13, M18AAP inhibitor -4, MEKK2wt PB1 HTS 105, UBC9 SUMO inh 4 and NALP1 yeast inh 0.
`COc1c(C)cc(C(=O)C2CCCN(C(=O)c3cc(C4CC4)[nH]n3)C2)cc1C` (stereo not given) gave IDE act -3, MEKK3 PB1 HTS 97, IDE inh 0, MEKK2 mut-MEK5 -1, pCIP destab 2, M18AAP inhibitor -4, MEKK2wt PB1 HTS 98, UBC9 SUMO inh 0 and NALP1 yeast inh -3.

This part in full, repeating the preview:
CC(C)C(=O)NNC(=O)CSc1nnnn1C(C)C was read as IDE act -4, MEKK3 PB1 HTS 105, IDE inh 0, MEKK2 mut-MEK5 -7, pCIP destab -13, M18AAP inhibitor -4, MEKK2wt PB1 HTS 105, UBC9 SUMO inh 4 and NALP1 yeast inh 0.
`COc1c(C)cc(C(=O)C2CCCN(C(=O)c3cc(C4CC4)[nH]n3)C2)cc1C` (stereo not given) gave IDE act -3, MEKK3 PB1 HTS 97, IDE inh 0, MEKK2 mut-MEK5 -1, pCIP destab 2, M18AAP inhibitor -4, MEKK2wt PB1 HTS 98, UBC9 SUMO inh 0 and NALP1 yeast inh -3.
Cc1cc(C2C(C#N)=C(N)Oc3n[nH]c(C)c32)c(C)s1 (stereo not given) was read as IDE act 6, IDE inh 5, pCIP destab -22, M18AAP inhibitor 18, UBC9 SUMO inh 12 and NALP1 yeast inh 19.
`CCN(CC)CC(C)OC(=O)COc1ccc(OC)cc1` (stereo not given) gave IDE act 3, MEKK3 PB1 HTS 95, IDE inh 7, MEKK2 mut-MEK5 1, pCIP destab 5, M18AAP inhibitor 2, MEKK2wt PB1 HTS 93, UBC9 SUMO inh -25 and NALP1 yeast inh 2.
`NC(=O)C1CCN(C(=O)CCC(=O)N2CCOc3ccc(Cl)cc32)CC1` gave IDE act 0, MEKK3 PB1 HTS 99, IDE inh -1, MEKK2 mut-MEK5 -1, pCIP destab -2, M18AAP inhibitor -2, MEKK2wt PB1 HTS 101, UBC9 SUMO inh -4 and NALP1 yeast inh 1.
Screening O=C(Nc1cc(C(F)(F)F)ccc1N1CCOCC1)C1=NN(c2ccccc2)C(=O)CC1 returned IDE act -11, MEKK3 PB1 HTS 96, IDE inh 7, MEKK2 mut-MEK5 -2, pCIP destab -12, M18AAP inhibitor -1, MEKK2wt PB1 HTS 95, UBC9 SUMO inh -4 and NALP1 yeast inh 6.
Screening Cc1ccc(-n2c(CCC(=O)O)ccc2-c2cccs2)cc1 returned IDE act -6, MEKK3 PB1 HTS 97, IDE inh 3, MEKK2 mut-MEK5 5, pCIP destab -6, M18AAP inhibitor -11, MEKK2wt PB1 HTS 98, UBC9 SUMO inh 15 and NALP1 yeast inh -7.
`COc1ccc(C)cc1NC(=O)n1ncc2cc(Cl)ccc21` gave IDE act -2, MEKK3 PB1 HTS 95, IDE inh -3, MEKK2 mut-MEK5 -5, pCIP destab -12, M18AAP inhibitor -15, MEKK2wt PB1 HTS 91, UBC9 SUMO inh 9 and NALP1 yeast inh 18.
Screening Cc1ccc2nc(CCc3nc4ccc(C)cc4o3)oc2c1 returned IDE act 2, MEKK3 PB1 HTS 104, IDE inh -2, MEKK2 mut-MEK5 6, pCIP destab -16, M18AAP inhibitor 0, MEKK2wt PB1 HTS 98, UBC9 SUMO inh -3 and NALP1 yeast inh -23.
COc1cc2ccccc2cc1C(=O)NC(=S)Nc1ccc(C(=O)O)cc1 was read as IDE act 4, MEKK3 PB1 HTS 99, IDE inh -3, MEKK2 mut-MEK5 -2, pCIP destab -3, M18AAP inhibitor -4, MEKK2wt PB1 HTS 92, UBC9 SUMO inh 39 and NALP1 yeast inh 14.
For COc1cc(NC(=O)CN2C(=O)COc3ccc(S(=O)(=O)N4CCOCC4)cc32)cc(OC)c1 the results were IDE act 6, MEKK3 PB1 HTS 100, IDE inh 1, MEKK2 mut-MEK5 2, pCIP destab -5, M18AAP inhibitor 2, MEKK2wt PB1 HTS 102 and NALP1 yeast inh 3.
`COc1ccc(C(=O)/C=C/c2ccc(OC)c(COc3ccccc3F)c2)cc1` gave IDE act -2, MEKK3 PB1 HTS 104, IDE inh 5, MEKK2 mut-MEK5 -1, pCIP destab 0, M18AAP inhibitor 5, MEKK2wt PB1 HTS 99, UBC9 SUMO inh -16 and NALP1 yeast inh 27.
Screening CC(C)Cc1ccccc1O returned MEKK3 PB1 HTS 104, IDE inh -2, MEKK2 mut-MEK5 -3, pCIP destab 9, M18AAP inhibitor 1, MEKK2wt PB1 HTS 101, UBC9 SUMO inh 6 and NALP1 yeast inh 9.
`Cn1nc(C(=O)NCC2CCCO2)c2ccccc2c1=O` (stereo not given) gave IDE act 3, MEKK3 PB1 HTS 82*[inhibitor], IDE inh 4, MEKK2 mut-MEK5 -5, pCIP destab -8, M18AAP inhibitor -1, MEKK2wt PB1 HTS 86, UBC9 SUMO inh 5 and NALP1 yeast inh 10.
Cc1cc(NC(=O)CC(C)C)c(=O)n(Cc2c(F)cccc2Cl)c1 was read as IDE act 2, MEKK3 PB1 HTS 109, IDE inh -1, MEKK2 mut-MEK5 12, pCIP destab -7, M18AAP inhibitor -1, MEKK2wt PB1 HTS 110, UBC9 SUMO inh 7 and NALP1 yeast inh 8.
`Cn1nnc2ccccc2c1=O` gave IDE act 3, MEKK3 PB1 HTS 141*, IDE inh 3, MEKK2 mut-MEK5 7, pCIP destab -4, M18AAP inhibitor -2, MEKK2wt PB1 HTS 129, UBC9 SUMO inh 5 and NALP1 yeast inh -16.
`O=C(Nc1c(-c2ccccc2)nc2ccccn12)c1ccco1` gave IDE act 4, MEKK3 PB1 HTS 97, IDE inh 10, MEKK2 mut-MEK5 -1, pCIP destab -12, M18AAP inhibitor 4, MEKK2wt PB1 HTS 95, UBC9 SUMO inh 0 and NALP1 yeast inh 15.
Screening O=S(=O)(Nc1ccc(S(=O)(=O)Nc2nccs2)cc1)c1ccc(Br)cc1 returned IDE act -2, MEKK3 PB1 HTS 103, IDE inh -8, MEKK2 mut-MEK5 6, pCIP destab -1, M18AAP inhibitor -8, MEKK2wt PB1 HTS 108, UBC9 SUMO inh 14 and NALP1 yeast inh 17.
`COc1ccc(C(=O)Nc2cccc(C(=O)NCc3ccco3)c2)cc1` gave IDE act 5, MEKK3 PB1 HTS 108, IDE inh 3, MEKK2 mut-MEK5 3, pCIP destab -6, M18AAP inhibitor -1, MEKK2wt PB1 HTS 105, UBC9 SUMO inh 6 and NALP1 yeast inh -7.
CCOC(=O)C1(CCc2ccccc2)CCN(C(=O)Cc2nonc2C)CC1 was read as IDE act 0, MEKK3 PB1 HTS 103, IDE inh 3, MEKK2 mut-MEK5 1, pCIP destab 3, M18AAP inhibitor 2, MEKK2wt PB1 HTS 99, UBC9 SUMO inh -9 and NALP1 yeast inh 6.
Screening COc1cc2[nH]c(=O)n(Cc3ccc(C(=O)NCCCN4CCN(C)CC4)cc3)c(=O)c2cc1OC returned IDE act 3, MEKK3 PB1 HTS 97, IDE inh 9, MEKK2 mut-MEK5 0, pCIP destab 3, M18AAP inhibitor -1, MEKK2wt PB1 HTS 103, UBC9 SUMO inh 4 and NALP1 yeast inh 15.
`COc1cc(CNc2ncn[nH]2)cc(Br)c1OC` gave IDE act 9, MEKK3 PB1 HTS 101, IDE inh -2, MEKK2 mut-MEK5 -6, pCIP destab 1, M18AAP inhibitor 8, MEKK2wt PB1 HTS 105, UBC9 SUMO inh -10 and NALP1 yeast inh 1.
For CCC(C)(C)NC(=O)CN(C(=O)CNS(=O)(=O)c1ccccc1)c1ccc2c(c1)OCCO2 the results were IDE act 0, MEKK3 PB1 HTS 101, IDE inh -6, MEKK2 mut-MEK5 1, pCIP destab 0, M18AAP inhibitor 1, MEKK2wt PB1 HTS 107, UBC9 SUMO inh 4 and NALP1 yeast inh 3.
CC(NC(=O)CN1C(=O)COc2ccccc21)c1ccccc1 (stereo not given) was read as IDE act 3, MEKK3 PB1 HTS 101, IDE inh -2, MEKK2 mut-MEK5 0, pCIP destab 0, M18AAP inhibitor 2, MEKK2wt PB1 HTS 102, UBC9 SUMO inh 6 and NALP1 yeast inh 9.
`CCCN(CC(=O)Nc1cc(Cl)ccc1Cl)C(=O)/C=C/c1ccco1` gave IDE act 6, MEKK3 PB1 HTS 104, IDE inh 6, MEKK2 mut-MEK5 10, pCIP destab -10, M18AAP inhibitor -13, MEKK2wt PB1 HTS 102, UBC9 SUMO inh 6 and NALP1 yeast inh 33.
For CC(C)(C)c1cc(C(=O)N2CCc3ccccc32)ccn1 the results were IDE act 4, MEKK3 PB1 HTS 100, IDE inh 5, MEKK2 mut-MEK5 2, pCIP destab -4, M18AAP inhibitor -8, MEKK2wt PB1 HTS 102, UBC9 SUMO inh -26 and NALP1 yeast inh 15.
For COc1ccccc1COCC(O)CNCC1(N2CCCCC2)CCCCC1 (stereo not given) the results were IDE act 5, MEKK3 PB1 HTS 100, IDE inh 10, MEKK2 mut-MEK5 2, pCIP destab 0, M18AAP inhibitor 25, MEKK2wt PB1 HTS 101, UBC9 SUMO inh -3 and NALP1 yeast inh 21.
CC(C)CCNC(=O)CCCn1c(=O)[nH]c2ccc(Br)cc2c1=O was read as IDE act 1, MEKK3 PB1 HTS 100, IDE inh 1, MEKK2 mut-MEK5 -1, pCIP destab -12, M18AAP inhibitor 4, MEKK2wt PB1 HTS 106, UBC9 SUMO inh 15 and NALP1 yeast inh 17.
`N#Cc1cc(C#N)c(SCC(=O)NCC2CCCO2)nc1N` (stereo not given) gave IDE act 4, MEKK3 PB1 HTS 101, IDE inh 0, MEKK2 mut-MEK5 1, pCIP destab -12, M18AAP inhibitor 5, MEKK2wt PB1 HTS 96, UBC9 SUMO inh 5 and NALP1 yeast inh 4.
For Cc1ccc(S(=O)(=O)N2CCCC2)cc1C(=O)O the results were IDE act -2, MEKK3 PB1 HTS 96, IDE inh 4, MEKK2 mut-MEK5 -5, pCIP destab -9, M18AAP inhibitor 0, MEKK2wt PB1 HTS 97, UBC9 SUMO inh -1 and NALP1 yeast inh 21.
For CCN(CC)CCCN1C(=O)C(O)=C(C(=O)c2ccco2)C1c1ccc(OC(C)C)cc1 (stereo not given) the results were IDE act 1, MEKK3 PB1 HTS 107, IDE inh 3, MEKK2 mut-MEK5 8, pCIP destab -14, M18AAP inhibitor -1, MEKK2wt PB1 HTS 112, UBC9 SUMO inh 2 and NALP1 yeast inh -12.
Screening CN(C1CCCCC1)S(=O)(=O)c1ccc(NC(=O)c2ccco2)cc1 returned IDE act 5, MEKK3 PB1 HTS 103, IDE inh -6, MEKK2 mut-MEK5 3, pCIP destab -9, M18AAP inhibitor -3, MEKK2wt PB1 HTS 102, UBC9 SUMO inh 11 and NALP1 yeast inh 1.
For C[C@@H](C(=O)Nc1nc2ccc(F)cc2s1)N1C(=O)C2CC=CCC2C1=O (stereo not given in full) the results were IDE act 9, MEKK3 PB1 HTS 107, IDE inh 9, MEKK2 mut-MEK5 -6, pCIP destab 5, M18AAP inhibitor -9, MEKK2wt PB1 HTS 101, UBC9 SUMO inh -11 and NALP1 yeast inh 21.

Screens: PubChem BioAssay, several laboratories
